Source: PubChem (NMMLSC)
Myeloid diff 2: promotes myeloid progenitor differentiation; ER-HoxA9 myeloid progenitors, lysozyme-GFP differentiation, flow cytometry; calls only at 10 µM; hit rate 1% among 360,000; AID 624256;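 active = normalized GFP-positive differentiation at or above the plate's own cutoff, the solvent-only control mean plus 3 SD; inconclusive = no clear call, values can overlap the other calls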;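 note: cells exposed to compound for four days before flow analysis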
Myeloid diff 2 GFP+ MAC1+ %: further read-out of Myeloid diff 2, marked with its call; GFP+ MAC1+ double positive, %; measured here: differentiation confirmed by MAC1 staining
The depositor's hits bear a star; i = inactive; ? = inconclusive; . = not tested or not shown; + = active, no number. Not all compounds are listed (hit frequency here may not be typical).

SMILES	Myeloid diff 2	Myeloid diff 2 GFP+ MAC1+ %
COc1cccc(CNc2nc3cc(-c4ccc(F)cc4)sc3c(=O)n2C)c1	i	0.6
CC1=C(C(=O)N(C(C)C)C(C)C)CC(CC(=O)NCCCCc2ccccc2)C(=O)N1CCCN1CCCC1=O (stereo unspecified)	i	1.2
COC(=O)[C@]12CCCCC=C1N(Cc1ccccc1)C(=O)[C@H](CC(=O)N1CCCC1)C2	i	0.8
Nc1ncnc2c1ncn2[C@@H]1O[C@H](CCC(=O)NCc2ccccc2)[C@@H](O)[C@H]1O	i	0.7
CC1(C(=O)NCc2cccc3ccccc23)CCN1Cc1ccc(OC(F)(F)F)cc1 (stereo unspecified)	i	1.0
Cc1cccnc1C(NC(=O)C1CCN(Cc2ccc(Cl)cc2)CC1)c1ccc(F)cc1 (stereo unspecified)	i	1.5
CCOC(=O)C1(C)CCN1C(=O)c1ccc(OC)c(F)c1 (stereo unspecified)	i	1.4
COc1cccc(-c2cnc3c(NC(C)=O)cc(-c4ccc(C(=O)NC5CC5)cc4)cn23)c1	i	3.3
O=C(NCCc1ccccc1F)C1C(=O)Nc2ccccc2C(=O)N1C1CCCCC1 (stereo unspecified)	i	1.4
O=C(Nc1ccccc1F)c1csc(COCCO)n1	i	3.0
Clc1ccc(-c2cccc3nccn23)c(Cl)c1	i	1.1
N#Cc1ccc(-c2nc3ccc(Cl)cn3c2Cc2ccccc2C(F)(F)F)cc1	i	0.6
COc1ccc(CNC(=O)Nc2nnc([C@@H]3C[C@H](O)[C@@H](CO)O3)s2)cc1	i	1.1
Cc1c(C(=O)NCc2cccc(Cl)c2)sc(=O)n1Cc1ccc(F)cc1	i	1.9
CCCCNS(=O)(=O)c1cccc(NC(=O)[C@@H]2O[C@H](CO)[C@H](O)[C@H](O)[C@H]2O)c1	i	0.3
COc1ccc(CCNC(=O)Nc2nnc([C@@H]3C[C@H](O)[C@@H](CO)O3)s2)cc1OC	i	1.1
COc1ccccc1C(NC(=O)C1CCN(CCOc2ccccc2)CC1)c1ccccn1 (stereo unspecified)	i	0.7
CCCNC(=O)C1(C)CCN(C(=O)C2(c3ccc(Cl)cc3)CCCC2)C1 (stereo unspecified)	i	1.6
COc1cccc(C(Nc2ccccc2)c2ccc3ccc(C)nc3c2O)c1 (stereo unspecified)	i	2.5
CC(=O)NC(c1ccc(F)c(F)c1)c1nc(-c2cccc(C(F)(F)F)c2)cs1 (stereo unspecified)	i	3.0
CC1(C(=O)NS(=O)(=O)c2ccc(C#N)cc2)CCN1C(=O)Cc1cc(F)ccc1F (stereo unspecified)	i	0.7
CC(C)CC(N)c1csc(Nc2ccc(C(=O)c3ccccc3)cc2)n1 (stereo unspecified)	i	1.4
CC(=O)NC(c1ccccc1)c1nc(-c2ccc3ccccc3c2)cs1 (stereo unspecified)	i	1.0
CCCCOCCCNC(=O)C[C@@H]1C[C@@]2(C(=O)OC)CCCCC=C2N(Cc2ccccc2)C1=O	i	0.7
Cc1cc(F)cc(-c2cc(C(=O)NCC3CCCCC3)[nH]n2)c1	i	0.7
COc1ccc(NC(=O)c2cc(-c3cc(F)ccc3OC(C)C)n[nH]2)c(OC)c1	i	0.8
CC(=O)Nc1cc(-c2ccc(F)cc2)cn2c(-c3ccc(F)c(Cl)c3)cnc12	i	0.9
CNc1cncc(-c2cccc(C(=O)N(C)C)c2)n1	i	1.0
CN(C)CCN1CCN(C2CN(C3CCCC3)S(=O)(=O)C2)CC1 (stereo unspecified)	i	1.0
CCCCC1Cc2[nH][nH]c(=O)c2C(c2ccc(Cl)cc2)O1 (stereo unspecified)	i	1.4
CCC1OC(C2CC2)CC2=C1C(=O)OC(C)(C)O2 (stereo unspecified)	i	0.6
CCOC1=C2[C@@H](CN(S(=O)(=O)c3ccc(C)cc3)[C@H]2c2cccc3ccccc23)[C@H]2C(=O)NC(=O)[C@H]2C1	i	0.8
Cn1nc(C(C)(C)C)cc1N1C(=O)CCC1(C)C(=O)Nc1ccc2ccccc2c1 (stereo unspecified)	i	1.1
Cc1ccc(CN2CCCC2(C)C(=O)NC(C)C)cc1 (stereo unspecified)	i	1.2
O=C(Nc1ccc(Cl)c(Cl)c1)N[C@@H]1CC[C@@H](CCn2cc(C3CCCCC3)nn2)O[C@@H]1CO	i	0.3
Cc1cc(C)n2c(NC3CCCCC3)c(CC(C)C)nc2n1	i	1.1

In another format: entries from further up
Order of values – Myeloid diff 2 | Myeloid diff 2 GFP+ MAC1+ %
COc1cccc(C(Nc2ccccc2)c2ccc3ccc(C)nc3c2O)c1 (stereo unspecified)
→ i | 2.5
CC(=O)NC(c1ccc(F)c(F)c1)c1nc(-c2cccc(C(F)(F)F)c2)cs1 (stereo unspecified)
→ i | 3.0
CC1(C(=O)NS(=O)(=O)c2ccc(C#N)cc2)CCN1C(=O)Cc1cc(F)ccc1F (stereo unspecified)
→ i | 0.7
CC(C)CC(N)c1csc(Nc2ccc(C(=O)c3ccccc3)cc2)n1 (stereo unspecified)
→ i | 1.4
CC(=O)NC(c1ccccc1)c1nc(-c2ccc3ccccc3c2)cs1 (stereo unspecified)
→ i | 1.0
CCCCOCCCNC(=O)C[C@@H]1C[C@@]2(C(=O)OC)CCCCC=C2N(Cc2ccccc2)C1=O
→ i | 0.7
Cc1cc(F)cc(-c2cc(C(=O)NCC3CCCCC3)[nH]n2)c1
→ i | 0.7
COc1ccc(NC(=O)c2cc(-c3cc(F)ccc3OC(C)C)n[nH]2)c(OC)c1
→ i | 0.8
CC(=O)Nc1cc(-c2ccc(F)cc2)cn2c(-c3ccc(F)c(Cl)c3)cnc12
→ i | 0.9
CNc1cncc(-c2cccc(C(=O)N(C)C)c2)n1
→ i | 1.0
CN(C)CCN1CCN(C2CN(C3CCCC3)S(=O)(=O)C2)CC1 (stereo unspecified)
→ i | 1.0
CCCCC1Cc2[nH][nH]c(=O)c2C(c2ccc(Cl)cc2)O1 (stereo unspecified)
→ i | 1.4
CCC1OC(C2CC2)CC2=C1C(=O)OC(C)(C)O2 (stereo unspecified)
→ i | 0.6
CCOC1=C2[C@@H](CN(S(=O)(=O)c3ccc(C)cc3)[C@H]2c2cccc3ccccc23)[C@H]2C(=O)NC(=O)[C@H]2C1
→ i | 0.8
Cn1nc(C(C)(C)C)cc1N1C(=O)CCC1(C)C(=O)Nc1ccc2ccccc2c1 (stereo unspecified)
→ i | 1.1
Cc1ccc(CN2CCCC2(C)C(=O)NC(C)C)cc1 (stereo unspecified)
→ i | 1.2
O=C(Nc1ccc(Cl)c(Cl)c1)N[C@@H]1CC[C@@H](CCn2cc(C3CCCCC3)nn2)O[C@@H]1CO
→ i | 0.3
Cc1cc(C)n2c(NC3CCCCC3)c(CC(C)C)nc2n1
→ i | 1.1

More compounds
SMILES	Myeloid diff 2	Myeloid diff 2 GFP+ MAC1+ %
Cc1ccc(F)c(S(=O)(=O)NC(=O)C2(C)CCN2C(=O)Cc2cccc3ccccc23)c1 (stereo unspecified)	i	0.9
Cn1cc([C@]2(O)C(=O)Nc3cccc(Cl)c32)c2ccccc21	i	1.5
COc1cccc(C(NC(C)=O)c2nc(-c3cccc(C(F)(F)F)c3)cs2)c1 (stereo unspecified)	i	1.0
CN(Cc1ccccc1)C(=O)c1csc([C@@H]2O[C@H](CO)[C@H](O)[C@H](O)[C@H]2O)n1	i	0.8
O=C(NC(c1ccc(Cl)cc1)c1cccnc1)C1CCN(CCOc2ccc(Cl)cc2Cl)CC1 (stereo unspecified)	i	1.7
O=C(Nc1cccc2c1CCCC2)c1cc(C2CCCCN2C(=O)CCCc2ccccc2)on1 (stereo unspecified)	i	0.3
O=C(NCCc1ccccc1)C1C(=O)Nc2ccccc2C(=O)N1C1CCCCC1 (stereo unspecified)	i	1.9
CSc1nc(COC(=O)NC(C)C)c(COC(=O)NC(C)C)n1Cc1ccccc1	i	0.9
CCOC1CCCc2oc(-c3ccc(N(C)C)cc3)c(C(=O)OC)c21 (stereo unspecified)	i	0.4
COC1=CC(=O)OC(c2cccc(C(F)(F)F)c2)C1 (stereo unspecified)	i	3.2
CCC(CC)C(=O)N(C)c1c(C)nc2c(OCc3ccc(F)c(F)c3)cccn12	i	0.7
Cn1cnc(S(=O)(=O)N2CCCCC2c2cc(C(=O)Nc3ccccc3Cl)no2)c1 (stereo unspecified)	i	0.8

Overlap with the part before: 2 entries, then new ones.
SMILES	Myeloid diff 2	Myeloid diff 2 GFP+ MAC1+ %
CCC(CC)C(=O)N(C)c1c(C)nc2c(OCc3ccc(F)c(F)c3)cccn12	i	0.7
Cn1cnc(S(=O)(=O)N2CCCCC2c2cc(C(=O)Nc3ccccc3Cl)no2)c1 (stereo unspecified)	i	0.8
COc1ccccc1CNc1nc(Nc2ccccc2OC)c2sccc2n1	i	1.0
CC(=O)Nc1cccc(-c2ccnc3c2CC(C(=O)NC(C)C)O3)c1 (stereo unspecified)	i	0.8
CC1(C(=O)NS(=O)(=O)c2ccc(F)cc2F)CCN1C(=O)C1(c2ccc(Cl)cc2)CCC1 (stereo unspecified)	i	0.4
CC1(C)N=C(N)NC(=NCCCOc2ccc([N+](=O)[O-])cc2)N1	i	2.1
Nc1nc2cc3c(cc2cc1C(=O)NCc1ccc(F)cc1)OCO3	+	3.6*
NS(=O)(=O)c1ccc(N2N=C(c3ccccc3)CC2c2ccc(Br)cc2)cc1 (stereo unspecified)	i	1.6
COC(=O)[C@]12CCCCC=C1N(Cc1ccc3c(c1)OCO3)C(=O)[C@H](CC(=O)NCc1ccc(OC)c(OC)c1)C2	i	1.1
CCCCC(=O)N(C)c1c(C)nc2ccc(C(=O)Nc3cccc(OC)c3)cn12	i	1.6
CC1=C(C(=O)N2CCCCCC2)CC(CC(=O)NC(c2ccccc2)c2ccccc2)C(=O)N1Cc1ccccc1 (stereo unspecified)	i	1.1
CCCCCCCCN1C(=O)[C@H](CC(=O)NCCCC)C[C@@]2(C(=O)OC)CCCCC=C12	i	1.5
O=C(Nc1cccc(Oc2ccccc2)c1)c1ccc(-n2cncn2)c2ccoc12	i	0.7
CCCN1CCC(C(=O)NC(c2ccc(F)cc2)c2ncccc2C)CC1 (stereo unspecified)	i	2.1
COc1cc(C=C2Cc3ccccc3C2=O)cc(OC)c1OC	i	0.9
CC(=O)Nc1cccc(-c2ccnc3c2CC(C)(C(=O)NCCC(F)(F)F)O3)c1 (stereo unspecified)	+	18.2*
COc1ccc(CC(N)c2csc(Nc3cccc(OC)n3)n2)cc1 (stereo unspecified)	i	0.7
C=CCN(CC=C)Cc1cc(=O)oc2cc(C)c(Cl)cc12	i	2.1
COc1cc(-c2cnc3c(NC=O)cc(-c4cccnc4)cn23)cc(OC)c1OC	?	.
Cc1cccc(C(O)c2ncc(-c3ccccc3Cl)[nH]2)c1C (stereo unspecified)	i	0.7
Clc1ccc(-c2cn(-c3nc4ccccc4s3)nn2)cc1	i	1.4
COc1cc2cc(C(=O)NCCc3c[nH]c4ccccc34)c(N)nc2cc1OC	i	1.3
CCCCC[C@H](C)N1C[C@H](COCc2ccccc2)Oc2cc(N3CCC[C@H]3C(N)=O)ccc2S1(=O)=O	i	0.8
COc1ccc(CCN2C(=O)CCC3=C2CCCC3=O)cc1OC	i	0.8
Cc1cccc(C)c1-n1nnnc1C(c1cccs1)N1CCN(C/C=C/c2ccccc2)CC1 (stereo unspecified)	i	1.7
CC(=O)NCCNc1nc2cc(-c3ccccc3CO)sc2c(=O)n1C	i	1.0
COc1ccc(-c2coc3c(C(=O)NC(C)C)cccc23)c(C)c1	i	0.6
COc1cccc(C(NC(C)=O)c2nc(-c3ccoc3)cs2)c1 (stereo unspecified)	i	0.7
COC(=O)c1ccc2nc(-c3ccc(OC)c(OC)c3)c(CC3CCCCC3)n2c1	i	0.7
CC1(C(=O)NCc2ccccc2)CN(S(C)(=O)=O)CC(=O)N1Cc1ccc2c(c1)OCO2 (stereo unspecified)	i	2.0
